NPR1 activator – GC-A stimulated cGMP production enhancers – HEK293 GC-A cells, cGMP TR-FRET, EC30 ANP, primary screen | Atrial natriuretic peptide receptor 1 (Homo sapiens), P16066 | 0% at EC30 ANP, 100% saturating ANP | activation, % at 10 µM | 370,000 compounds, 0.14% hits | AID 1671463, 2021; in the data active means activation above about 40%
ssDAF12 agonist – S. stercoralis DAF-12 nuclear receptor activators, primary screen, cell-based, luminescence, HEK293, GRIP1 co-expression, lit1-tk-luc; Nuclear hormone receptor DAF-12 (Strongyloides stercoralis); HEK293 ssDAF-12/GRIP1 lit1-tk-luc reporter; % of 3 µM dafachronic acid response; activation, % at 6.8 µM; 370,000 compounds, 1% hits;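 active means activation above the mean over all tested compounds plus 3 SD, cut at about 0.9% in these data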;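 further: 0% = DMSO-only wells and 100% = 3 µM delta7-dafachronic acid wells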
DAX1 inh-1 – DAX1 (NR0B1) inhibitors on StAR promoter, primary screen, cell-based, luminescence, SF-1 (NR5A1), full-length DAX-1 | HEK293T StAR-luciferase reporter, SF-1/DAX-1 repression relief | inhibition, % at 6.8 µM | 370,000 compounds, 1.1% hits | AID 652010, 2013;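 active means inhibition above the mean over all tested compounds plus 3 SD, cut at about 3.6% in these data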;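 further: 0% = DAX-1 cells with DMSO and 100% = cells lacking DAX-1 with DMSO; higher inhibition means more luminescence from relief of DAX-1 repression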
DAX1 inh-2 – DAX1 (NR0B1) inhibitors, primary screen, cell-based, HEK293, Gal4-DAX1, luciferase luminescence. Nuclear receptor subfamily 0 group B member 1 (Homo sapiens), P51843. HEK293 Gal4-DAX1 luciferase reporter. inhibition, % at 6.75 µM. 340,000 compounds, 0.99% hits. AID 504766, 2011;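 active means inhibition above the mean over all tested compounds plus 3 SD, cut at about 4.2% in these data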;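 further: 0% = DAX1-transfected cells with DMSO and 100% = empty-vector control cells with DMSO; inhibition shows as a rise in luminescence from relieved DAX1 repression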
Target sequence (P51843 207-470 limits assumed): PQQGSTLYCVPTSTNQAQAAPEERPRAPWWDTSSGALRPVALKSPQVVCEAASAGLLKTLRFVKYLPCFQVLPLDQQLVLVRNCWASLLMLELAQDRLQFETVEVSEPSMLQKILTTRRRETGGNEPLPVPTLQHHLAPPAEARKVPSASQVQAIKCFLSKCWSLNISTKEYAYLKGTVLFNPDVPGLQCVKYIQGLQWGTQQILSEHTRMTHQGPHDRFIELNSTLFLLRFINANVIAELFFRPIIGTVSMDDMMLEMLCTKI
hgDAF12 agonist – H. glycines DAF-12 receptor agonists, primary screen, cell-based, luminescence, HEK293, GAL4 fusion, UAS-luciferase | Nuclear hormone receptor DAF-12 (Heterodera glycines), GAL4 fusion | HEK293 GAL4-hgDAF12 UAS-luciferase reporter, agonist luminescence; normalized to butyrate control | activation, % at 6.8 µM | 370,000 compounds, 1.8% hits;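 active means activation above a cutoff set at the mean of all screened compounds plus 3 SD, cut at about 10% in these data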;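 further: 0% = DMSO wells and 100% = sodium butyrate wells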
ADAM17 inh – ADAM17 inhibitors, primary screen, biochemical, QFRET. Disintegrin and metalloproteinase domain-containing protein 17 (Homo sapiens), P78536. recombinant ADAM17, EDANS/DABCYL FRET peptide cleavage. inhibition, % at 6.95 µM. 370,000 compounds, 0.83% hits. AID 720648, 2013;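 active means inhibition above the mean of compounds lying between control limits plus 3 SD, set per campaign, cut at about 8.5% in these data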;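 further: 0% = DMSO-only wells as the low control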
hcDAF12 agonist – H. contortus DAF-12 nuclear receptor activators, primary screen, cell-based, luminescence, HEK293, lit1-tk-luc reporter; HEK293 hcDAF-12 lit1-tk-luc reporter; 0% DMSO, 100% Δ7-dafachronic acid; 370,000 compounds, 1.4% hits; activation, % at 6.8 µM;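 active means activation above the mean of all tested compounds plus 3 SD, cut at about 5.5% in these data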;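 further: 100% = response to 3 µM Δ7-dafachronic acid high control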
PG9 Ab binder – binders of HIV-1 gp120 antibody PG9, primary screen, biochemical, TR-FRET; TR-FRET gp120-PG9 antibody binding; 360,000 compounds, 0.43% hits; HIV-1 gp120 / PG9 antibody interaction; inhibition, % at 6.7 µM; AID 624416, 2012; in the data active means inhibition above about 8.5%
ADAM10 inh – human ADAM10 inhibitors, primary screen, biochemical, QFRET, HTS; recombinant ADAM10, EDANS/DABCYL FRET peptide cleavage, 3 h; inhibition, % at 7 µM; AID 720582, 2013; Disintegrin and metalloproteinase domain-containing protein 10 (Homo sapiens), O14672; 370,000 compounds, 0.62% hits;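 active means inhibition above a per-campaign cutoff equal to the mean of compounds falling between control-based bounds plus 3 SD, cut at about 20% in these data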;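 further: 0% = DMSO wells while the 100% control is not disclosed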
Target sequence (O14672 214-748 limits assumed): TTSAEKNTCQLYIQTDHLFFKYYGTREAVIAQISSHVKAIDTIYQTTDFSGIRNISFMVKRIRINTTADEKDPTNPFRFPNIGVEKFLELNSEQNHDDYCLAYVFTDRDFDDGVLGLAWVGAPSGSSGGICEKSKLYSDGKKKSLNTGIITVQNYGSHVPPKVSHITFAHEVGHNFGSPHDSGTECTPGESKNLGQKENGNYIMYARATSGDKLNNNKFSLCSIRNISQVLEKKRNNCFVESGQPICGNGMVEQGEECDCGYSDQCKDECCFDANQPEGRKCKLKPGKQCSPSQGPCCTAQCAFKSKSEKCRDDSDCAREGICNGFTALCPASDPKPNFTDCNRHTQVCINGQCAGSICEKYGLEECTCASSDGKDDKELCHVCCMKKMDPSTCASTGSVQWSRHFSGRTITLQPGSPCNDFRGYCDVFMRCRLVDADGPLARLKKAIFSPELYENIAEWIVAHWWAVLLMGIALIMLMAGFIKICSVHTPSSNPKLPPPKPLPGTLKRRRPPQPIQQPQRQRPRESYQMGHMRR
SMARCA2 activ – SMARCA2 (BRM) function activators, primary screen, cell-based, luminescence, high throughput | activation, % at 9.1 µM | 370,000 compounds, 1% hits | MG213 cells, MMTV-luciferase reporter, dexamethasone, overnight; in the data active means activation above about 7.8%;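 further: 0% = vehicle wells and 100% = reference activator wells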
FXN GAA850 act – FXN promoter activators, primary screen, cell-based, luciferase luminescence, HEK293 lucGAA850; AID 540364, 2011; activation, % at 6 µM; HEK293 lucGAA850 FXN promoter luciferase reporter, 24 h; percent of 10 µM SAHA response; 360,000 compounds, 0.56% hits;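 active means activation above the average of all compounds screened plus 3 SD, cutoff fixed separately per campaign, cut at about 7.5% in these data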;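 further: 0% = DMSO wells and 100% = 10 µM SAHA wells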
* marks the source's active call; other numbers are inactive results; x = not tested or not shown.

nr	Structure	NPR1 activator	ssDAF12 agonist	DAX1 inh-1	DAX1 inh-2	hgDAF12 agonist	ADAM17 inh	hcDAF12 agonist	PG9 Ab binder	ADAM10 inh	SMARCA2 activ	FXN GAA850 act
1	Cc1ccc(C2=NN(S(C)(=O)=O)C(c3ccc4c(c3)OCO4)C2)cc1 (stereo not given)	1	0.9*	5.4*	1.1	21*	0	13*	-1.8	5	5	4.6
2	CC(Oc1ccc([N+](=O)[O-])cc1Cl)C(=O)Nc1ccc(C(N)=O)cc1 (stereo not given)	0	-1.2	-0.1	x	-1.1	-2	-1.4	-0.4	-4	-1	2.8
3	FC(F)(F)c1cnc(Oc2ccc(-c3nnco3)cc2)c(Cl)c1	2	-1.3	-0.7	0.4	0.1	-4	-2.2	-0.1	-4	-2	2.0
4	Clc1ccc2c(N/N=C/c3cccnc3)ccnc2c1	-1	-0.9	-0.5	-0.1	4.2	-4	0.1	-5.6	-5	5	6.5
5	O=C(Nc1cc(Cl)ccc1Cl)N1CCCC1	1	-1.6	-0.4	0.6	-0.4	-2	-1.8	1.4	-3	1	-0.3
6	CCCCCCn1c(=O)n2n(c1=O)C[C@]1(OC(=O)NCC3CCCCC3)CN(S(=O)(=O)c3ccc(C)cc3)C[C@]1(O)C2	4	-1.1	1.1	0.5	1.0	-1	3.6	-1.6	-11	-5	-2.4
7	CC(OC(=O)C(NC(=O)c1ccco1)C(C)C)C(=O)Nc1ncc(Cl)cc1Cl (stereo not given)	2	-0.7	0.1	-0.1	-1.1	-1	-1.8	0.0	2	1	-0.3
8	CN(C)CCCOC(=O)c1ccc(Cl)cc1	2	-1.2	-0.8	0.6	-0.1	-1	-0.4	-0.2	1	-2	1.0
9	Cn1cccc1C(=O)NNC(=O)COc1ccc(Br)cc1	3	-0.8	0.4	1.2	-0.1	-2	-1.2	0.7	0	-1	0.7
10	C/C(N)=C(/C#N)C(=O)COC(=O)CSc1ccc2ccccc2c1	1	-1.1	-0.2	-0.3	2.9	4	-0.5	-1.5	6	3	-1.9
11	CCOc1ccc(C(=O)c2ccc([N+](=O)[O-])cc2Cl)cc1	0	-0.7	-0.9	-0.6	-0.1	4	-0.6	-0.3	-9	-1	1.6
12	O=C(CN1c2cccc3cccc(c23)S1(=O)=O)N1CCCCC1	2	-0.2	-0.3	0.3	0.1	-80	-1.6	0.1	-295	-1	2.0
13	Nc1cc(C(=O)OCC(=O)NCC2CCCO2)ccc1Cl (stereo not given)	-1	-0.4	0.4	0.6	4.0	-17	1.6	-4.9	-68	-2	0.6
14	COc1ccccc1NS(=O)(=O)c1cc(NC(=O)CN2C(=O)NC3(CCCCC3)C2=O)ccc1C	-2	-1.3	-1.1	0.0	1.8	-8	-0.8	0.5	-10	-3	0.2
15	O=C(NCC1CCCO1)C(c1ccc(F)cc1)N(CC1CCCO1)C(=O)c1ccc(-c2ccccc2)[nH]1 (stereo not given)	2	-0.2	0.1	-0.6	1.8	8	-2.0	-1.7	4	-4	-2.1
16	Cc1cccc(N(C)C(=O)COc2cc(=O)n(C)c3ccccc23)c1	5	-1.1	-0.7	2.9	-1.1	-2	0.1	-3.4	-9	-1	0.1
17	CN(Cc1c(C(=O)N/N=C/c2ccccc2)nnn1-c1nonc1N)C1CCCCC1	-2	-0.8	0.1	2.5	-1.6	0	-2.3	-0.4	-5	1	-1.1
18	CCOc1ccc(Br)cc1S(=O)(=O)NC(=O)c1ccccc1	-3	-1.2	0.4	1.8	4.2	1	-1.2	-0.9	3	-1	0.3
19	N#Cc1ccsc1NC(=O)CN1C(=O)NC2(CCCCC2)C1=O	-1	-0.7	0.4	1.2	2.5	-4	0.5	-0.6	-6	-2	1.0
20	CCC(=O)c1ccc(OCc2ccc(C(=O)OC)cc2)c(OC)c1	7	-1.6	0.1	0.8	-1.2	-1	4.1	4.5	7	1	1.3
21	Cc1nc(C(F)(F)F)ccc1C(=O)N1CCC(C)(C(=O)O)C1 (stereo not given)	1	-1.3	0.0	x	1.6	-1	-0.1	0.2	1	-1	-0.6
22	COc1cccc(OC)c1C(=O)Nc1ccccc1C(=O)N1CCOCC1	2	-1.0	0.4	0.1	1.3	-7	3.1	-0.4	-3	-3	2.3
23	FC(F)(F)c1ccccc1Cc1c(-c2ccco2)nc2ccc(Cl)cn12	4	-1.6	-1.6	x	-4.3	-14	1.4	-1.4	-46	1	x
24	CC(C)c1ccc(NC(=S)NN(c2ccccc2)c2ccccc2)cc1	0	-1.9	-0.4	1.7	-0.4	8	-1.6	0.2	16	-2	4.8
25	COC(=O)CC1=NN(c2nc(C)cc(C)n2)C(=O)C1	7	-1.8	0.1	-0.3	0.6	-6	-1.5	-0.5	-10	-1	0.4
26	CC1(C)CC(=O)C(C(N)=NC(=O)c2ccccc2)=C(O)C1	1	-1.3	0.2	-1.5	3.3	0	-2.2	-2.7	-8	2	3.5
27	CCCCn1nnnc1SCC(=O)Nc1ccc2c(c1)OCO2	2	-1.2	0.1	0.3	1.5	8	1.2	1.9	8	-4	0.7
28	CCC(C)[C@H]1CNCCN1CCc1cc(C(F)(F)F)cc(C(F)(F)F)c1 (stereo not given in full)	-6	-0.9	0.0	0.4	3.4	7	-0.9	-0.9	17	-1	2.5
29	CC1=NN(C(=O)Cc2ccc([N+](=O)[O-])cc2)C(O)(C(F)(F)C(F)(F)F)C1 (stereo not given)	2	-1.1	-0.1	1.4	1.1	1	0.0	-1.1	-5	-1	-1.1
30	CCN=C(NCC)SC1CC(=O)N(c2ccc(F)cc2)C1=O (stereo not given)	3	-1.0	-1.1	0.4	0.1	1	-1.7	-0.1	-1	-3	-0.1
31	Cc1cc(C)cc(N(CC(=O)NCC2CCCO2)C(=O)CCC(=O)Nc2nccs2)c1 (stereo not given)	-6	-0.7	0.3	-0.5	-0.5	-6	0.9	1.2	-8	-2	-1.7
32	CC(=O)Nc1ccc(C(=O)CCl)cc1	2	0.2	-1.5	-0.1	-1.9	-4	1.9	-1.9	-2	6	2.8
33	CCOc1ccc(-c2nnc3sc(COc4ccc(C)cc4)nn23)cc1	-1	-1.4	0.3	0.6	2.8	-1	-1.0	-0.8	-1	2	-0.7
34	Clc1ccc(Cn2ncc3c(N4CCCCC4)ncnc32)c(Cl)c1	4	-1.1	-0.4	2.2	0.4	-3	1.2	-1.3	-3	-1	0.1
35	CCCN1CCC(=O)N([C@H](CSc2ccc(C)cc2)Cc2ccccc2)CC1	-3	-1.0	-0.2	0.6	0.1	-4	-1.0	1.3	2	1	-1.0
36	CCC(NC(=O)c1ccc2c(ccn2Cc2cccc(-c3ccccc3C(=O)O)c2)c1)c1ccccc1 (stereo not given)	0	-0.8	-1.6	x	-2.4	-9	-1.1	x	-8	0	x
37	O=C(Nc1cccc(C(=O)N2CCOCC2)c1)c1ccccc1	-2	-1.2	0.7	3.1	-0.3	-2	-0.4	-0.7	-2	-1	-0.7
38	COC(=O)C1=C(C(=O)OC)SC(=C2C(=S)C(C)(C)N(C(=O)C3CC3)c3ccccc32)S1	2	-1.1	0.7	-0.3	0.8	0	-0.1	0.3	-6	0	0.6
39	ONC(=Nc1ccc(Cl)cc1)c1ccc(Cl)cc1	-2	-0.3	-0.2	-0.3	5.0	-2	5.1	-2.3	14	0	5.4
40	Cc1ccc(C(=O)NCCCNC(=O)c2ccco2)cn1	2	-1.2	-0.2	1.3	1.5	-3	1.6	0.1	3	2	2.1
41	Cc1ccc(Oc2ccc(S(=O)(=O)Nc3ccc(C(=O)O)cc3)cc2)cc1	-4	-1.6	-0.2	1.4	-0.8	-5	-1.6	0.2	-2	1	1.2
42	CC(C)NC(=O)C1(C)CN(S(C)(=O)=O)CC(=O)N1CCCn1ccnc1 (stereo not given)	4	-1.1	-0.1	x	-0.9	-7	-0.6	-0.4	-16	-3	x
43	CCN(C(=O)CSc1nc(C)c(C)c(C)n1)C1CCS(=O)(=O)C1 (stereo not given)	-3	-0.2	1.3	0.7	0.0	-4	-0.4	-3.0	-9	-6	0.9
44	CC(C)c1nc2ccccc2c2nnc(SCC(=O)NCc3ccco3)n12	3	-1.3	0.2	-0.4	1.0	3	-0.5	-2.8	8	-1	0.4
45	O=C(Cn1nnc(-c2ccccc2)n1)Nc1ccccc1N1CCOCC1	-2	-1.4	-0.5	1.1	-1.6	1	-1.2	0.3	4	5	-1.1

Part of the list above, as labelled records:
(19) N#Cc1ccsc1NC(=O)CN1C(=O)NC2(CCCCC2)C1=O
  NPR1 activator: -1; ssDAF12 agonist: -0.7; DAX1 inh-1: 0.4; DAX1 inh-2: 1.2; hgDAF12 agonist: 2.5; ADAM17 inh: -4; hcDAF12 agonist: 0.5; PG9 Ab binder: -0.6; ADAM10 inh: -6; SMARCA2 activ: -2; FXN GAA850 act: 1.0
(20) CCC(=O)c1ccc(OCc2ccc(C(=O)OC)cc2)c(OC)c1
  NPR1 activator: 7; ssDAF12 agonist: -1.6; DAX1 inh-1: 0.1; DAX1 inh-2: 0.8; hgDAF12 agonist: -1.2; ADAM17 inh: -1; hcDAF12 agonist: 4.1; PG9 Ab binder: 4.5; ADAM10 inh: 7; SMARCA2 activ: 1; FXN GAA850 act: 1.3
(21) Cc1nc(C(F)(F)F)ccc1C(=O)N1CCC(C)(C(=O)O)C1 (stereo not given)
  NPR1 activator: 1; ssDAF12 agonist: -1.3; DAX1 inh-1: 0.0; DAX1 inh-2: x; hgDAF12 agonist: 1.6; ADAM17 inh: -1; hcDAF12 agonist: -0.1; PG9 Ab binder: 0.2; ADAM10 inh: 1; SMARCA2 activ: -1; FXN GAA850 act: -0.6
(22) COc1cccc(OC)c1C(=O)Nc1ccccc1C(=O)N1CCOCC1
  NPR1 activator: 2; ssDAF12 agonist: -1.0; DAX1 inh-1: 0.4; DAX1 inh-2: 0.1; hgDAF12 agonist: 1.3; ADAM17 inh: -7; hcDAF12 agonist: 3.1; PG9 Ab binder: -0.4; ADAM10 inh: -3; SMARCA2 activ: -3; FXN GAA850 act: 2.3
